From PubChem BioAssay
WT yeast gro inh: growth inhibition of WT strain, primary screen, mitochondrial fusion inhibitor project, WT and mutant strains, chemical genetic | actives 2.1% (n = 190,000) | inhibition, % at 10 µM | mitochondrial fusion phenotypic screen | AID 1362, 2008; in the data active means inhibition above about 58%; tested in S. cerevisiae
MT stabilizer: microtubule stabilizers in HeLa cells, primary screen, imaging, high-content imaging; actives 0.83% (n = 200,000); HeLa tubulin immunostaining HCS, 24 h; share of cells brighter than vehicle mean+2SD; % tubulin-high responders, % at 10 µM; AID 2205, 2009;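 active means plate Z-score above 3 for both tubulin-high and condensed-nucleus cell shares, with cell loss under 80%, at 10 µM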;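 further: anti alpha tubulin signal scored within the nucleus-defined area of each cell; some results filed as inactive read as strong as hits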
Insulin prom up: insulin promoter activators in MIN6 cells, imaging, high-content screening, mouse beta cells; MIN6 insulin promoter-GFP reporter; hits give high values; z-score at 5 µM; actives 0.3% (n = 190,000);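 active means z-score above 3 at 5 µM with at least 500 cells counted in the well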
human PMI inhibition: inhibitors of human PMI, primary screen, biochemical, fluorescence intensity, coupled assay (AID 1209) | Mannose-6-phosphate isomerase (Homo sapiens) | purified PMI enzyme, coupled fluorescence intensity; higher % means a stronger effect | inhibition, % at 20 µM; hits with a dose series show IC50 in µM | actives 0.42% (n = 190,000);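 further: plate controls were DMSO vehicle for no effect and wells lacking substrate for full effect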
Yfh1-off respiration: enhancers of respiration in Yfh1-depleted yeast, dose response, Friedreich's ataxia, plus single-dose screen (AID 1465); S. cerevisiae Yfh1-off respiration, WST-1 reduction, 72 h; higher fold induction means a stronger effect; fold induction at 50 µM, or EC50 in µM where a hit was titrated; actives 0.074% (n = 220,000);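 active means fold induction of absorbance versus untreated yeast above a set limit, then at least 30% activation at any dose in follow-up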;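 further: activators that raise dye reduction in frataxin-depleted yeast; strong numbers were not always called active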
bCat nuc transl: modulators of beta-catenin nuclear translocation, primary screen, imaging, HeLa cells, immunofluorescence, high-content. nuclear translocation activity, % at 5 µM. actives 0.3% (n = 190,000);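 active means nuclear translocation activity above 50% at 5 µM, with a well cell count of 50 or more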;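 further: per-cell ratio of nuclear to cytoplasmic median beta-catenin stain intensity; plate controls were DMSO negative control for no effect and GSK-3 inhibitor IX positive control for full effect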
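assay system = human HeLa cells, endogenous beta-catenin | times = compound treatment 24 h, 37°C, 5% CO2 | detection = Anti-beta-catenin immunofluorescence on PFA-fixed, Triton-permeabilized cells, DAPI nuclei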
Dynein cargo inh: inhibitors of GR-EGFP nuclear translocation, primary screen, dynein cargo transport inhibitor project, imaging, high-content, 3617.4 mouse cells; actives 0.47% (n = 220,000); z-score, hits read low; test concentration mostly 20 µM; stimulated with dexamethasone, 1 µM; hits give low values;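 active means plate z-score of nuclear minus cytoplasmic receptor signal below a set negative limit, without overly bright fluorescence or cell loss, cut at about -3.5 in these data, passing the limit was not always enough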;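 further: z-score of nuclear minus cytoplasmic ring GR-EGFP intensity difference per well; some compounds called inactive have numbers as strong as hits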
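Buffer or medium: tetracycline-free induction medium containing charcoal-stripped FBS / Reagent: dexamethasone agonist, 1.0 µM final, for 30 min / Technique: automated 10x imaging of fixed Hoechst-stained cells / Times: induction 48 h, compound 1 h, agonist 30 min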
Autophagy HCS: autophagy modulators in MEF cells, primary screen, imaging, high-content, MEF GFP-LC3; MEF GFP-LC3 puncta imaging; test concentration mostly 10 µM; calls only at 10 µM (by protocol); actives 0.98% (n = 190,000);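 active means percentage of spot-positive cells more than 3 SD above its plate mean, without a fluorescence outlier flag or 80% toxicity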;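 further: spot-positive cell cutoff set from DMSO-treated cells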
PMI inhibition: human PMI inhibitors, high substrate, primary screen, biochemical, fluorescence intensity, high mannose 6-phosphate (AID 1220) | actives 0.66% (n = 190,000) | recombinant PMI enzyme, coupled fluorescence intensity; higher % means a stronger effect | Mannose-6-phosphate isomerase (Homo sapiens) | inhibition, % at 20 µM, or IC50 in µM where a hit was titrated
WT yeast gro inh mutant strain: also measured in WT yeast gro inh; calls as there; inhibition, %; mitochondrial fusion phenotypic screen, mutant strain inhibition
Dynein cargo inh cytoplasmic EGFP: second read-out of Dynein cargo inh, no call of its own (marks repeat the call); z-score; measured here: cytoplasmic GR-EGFP intensity; hits give high values
Dynein cargo inh nuclear GR-EGFP: further read-out of Dynein cargo inh, marked with its call; z-score; measured here: nuclear GR-EGFP intensity;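 lower value marks the stronger effect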
Dynein cargo inh cell count: second read-out of Dynein cargo inh, no call of its own (marks repeat the call); z-score; measured here: cell count per field
Insulin prom up cell count: second read-out of Insulin prom up, no call of its own (marks repeat the call); cell count; measured here: cytotoxicity, nuclei count;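 total cells summed across four imaged fields per well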
bCat nuc transl cell count 5 µM: also measured in bCat nuc transl; calls as there; cell count; measured here: cell count, cytotoxicity flag
MT stabilizer Hoechst-high %: further read-out of MT stabilizer, marked with its call; % Hoechst-high responders; measured here: nuclear condensation Hoechst responders;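 share of cells brighter than vehicle mean plus two SD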
MT stabilizer cytotoxicity %: recorded beside MT stabilizer, whose call it bears; toxicity, %; measured here: cytotoxicity by cell density;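 0% = mean cell density of plate MIN control wells and 100% = no cells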
Autophagy HCS cell loss 18 h: also measured in Autophagy HCS; calls as there; toxicity, %; measured here: cell loss, nuclei count;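 cell loss after 18 h compound exposure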
* hit, by the source's call; i = inactive; · = no result given; + = active, no number. Unless noted, no stated cut-off is given here; in the data, active means inhibition above about 50%; inactive means the rest. An unsorted share of the library; overall some 5% were active at least once.

Structure	PMI inhibition	Dynein cargo inh cytoplasmic EGFP	human PMI inhibition	Dynein cargo inh	Dynein cargo inh nuclear GR-EGFP	bCat nuc transl cell count 5 µM	MT stabilizer Hoechst-high %	MT stabilizer cytotoxicity %	Insulin prom up cell count	Autophagy HCS	Autophagy HCS cell loss 18 h	bCat nuc transl	WT yeast gro inh mutant strain	WT yeast gro inh	MT stabilizer	Dynein cargo inh cell count	Insulin prom up	Yfh1-off respiration
COc1cc(/C=N/Nc2ncc(C(F)(F)F)cc2Cl)cc(OC)c1OC	12%	-0.22	14%	0.65	0.24	1121	2.1	4.4	1467	i	0	2.4	7	14	5.1	-0.5	-0.17	i
Cc1ccc(/C=C/C(=O)Nc2ccc([N+](=O)[O-])c(NC(=O)/C=C/c3ccc(C)o3)c2)o1	-4%	0.47	-2%	-1.2	-0.88	1047	4.6	7.9	1574	+	0.7*	2.4	-14	-10	1.4	0.45	-0.15	i
CC(C)N(C(=O)CSc1nnnn1C1CCCC1)C(C)C	-3%	-0.2	-6%	-0.24	0.13	1087	4.1	11	·	i	-2	-0.6	-4	0	6.3	-0.32	·	i
Cc1ccc(C(=O)CC2(O)C(=O)Nc3ccccc32)s1 (stereo unspecified)	-7%	-0.18	-3%	-0.62	-0.11	·	1.9	5.8	876	i	5	·	6	3	4.2	0.88	0.59	i
Cc1ccc(-c2cc(-c3cccc(F)c3)n[nH]2)c(O)c1	4%	-0.25	8%	-0.36	-0.18	1141	3.8	8.5	1222	i	-10	0.2	44	56	3.1	0.87	0.46	i
CCCOc1ccc2c(C)c(CC(=O)OC)c(=O)oc2c1	-2%	-0.27	1%	-0.18	-0.29	·	2.1	6.8	1187	i	1	·	2	8	2.2	-0.22	-0.99	i
Cc1cccc2cc3c(N)c(C(=O)N4CCCc5ccccc54)sc3nc12	12%	17	8%	-8.3	-1.2	·	19	44	725*	+	34*	·	57*	62*	10	0.41	6.2*	i
CCC(Sc1nc2cc3c(cc2c(=O)n1Cc1ccco1)OCO3)C(=O)Nc1ccccc1OC (stereo unspecified)	23%	-0.22	12%	-0.62	-0.42	1319	19	9.6	1715	+	4.9*	0.4	10	-15	7.4	0.73	-0.17	i
Cn1c(=O)c(C(=S)NC(=O)C2CC2)c(N)n(Cc2ccccc2)c1=O	8%	-0.089	9%	-0.52	-0.014	·	0.3	5.6	1358	i	0	·	20	17	2.1	0.23	-0.88	i
CCC(C(=O)OCC(=O)Nc1cccc(C(C)=O)c1)c1ccccc1 (stereo unspecified)	2%	-0.34	3%	-0.31	-0.17	1047	1.8	5.8	1439	i	36	2.7	-5	-6	1.1	1.1	-0.22	i
Cc1cc(C(C)(C)C)ccc1OCCn1ccnc1	6%	-0.29	9%	-0.35	-0.41	·	1.0	8.3	789	i	8	·	69*	72*	1.7	0.63	0.37	i
CCN(CC)C(=O)Oc1ccccc1NC(C)=O	6%	-0.22	6%	-0.33	-0.092	1054	1.0	1.1	1900	i	-5	-0.9	7	6	1.9	-0.11	-0.45	i
O=C1CCCN1CC1CCN(Cc2nc(CC3CC3)no2)CC1	1%	-0.29	0%	-1.1	-0.45	963	1.5	10	1242	i	-12	-1.4	3	-9	1.9	1.5	-1	i
COc1ccc2[nH]c(=O)c(CN(C(=O)c3cccnc3)c3ccccc3OC)cc2c1	4%	-0.21	5%	-0.87	-0.57	1058	2.8	19	1291	i	-1	-0.3	12	13	1.7	-0.11	-0.11	i
Cn1cnc([N+](=O)[O-])c1N=C(N)N	·	-0.18	·	1.3	0.49	1059	·	·	1335	·	·	-1.3	·	·	·	-0.97	0.26	i
Cc1ccn2c(CNCCn3nc(C)cc3C)c(C(=O)N3CCCCCC3)nc2c1	-4%	-0.29	1%	0.89	0.46	1016	0.5	4.2	1543	i	-6	-1.8	16	21	2.1	-0.0029	-0.87	i
Cc1cccc(C(=O)NCCC(=O)Nc2nc(C)c(Cc3ccc4c(c3)OCO4)s2)c1	2%	-0.31	2%	-0.82	-0.55	911	3.6	5.7	1242	i	-10	1.6	-12	-5	2.2	1.2	-0.41	i
CCc1nc(SCC(N)=O)c2c(=O)n(C)c(=O)n(C)c2n1	12%	-0.0034	13%	-0.14	-0.016	1052	0.8	6.0	1557	·	·	-0.7	5	-9	7.6	-0.06	1.6	i
COc1ccc(NC(=O)CC2SC(=NCC3CCCO3)NC2=O)cc1 (stereo unspecified)	-1%	-0.21	10%	1.7	1.1	929	1.7	4.1	·	i	-3	1.0	-6	16	2.6	-1.4	·	i
CCCN(CCC)S(=O)(=O)c1ccc(N2CCCC2=O)c([N+](=O)[O-])c1	-3%	-0.3	5%	-0.39	-0.57	975	4.0	6.1	2211	i	-12	-1.1	-10	-3	3.0	0.64	-0.18	i
CCN1CCc2c(C#N)c(N3CCCCC3)nc(NCc3ccccc3)c2C1	32%	-0.18	30%	-0.34	0.03	1068	1.3	11	1748	i	-12	-1.3	7	46	2.0	0.24	-1.1	i
CC(C)Cn1c(/C=N/Nc2nc3ccccc3[nH]2)nc2ccccc21	-20%	0.36	1%	0.12	0.42	929	3.9	20	803	i	1	-0.1	47*	60*	6.9	0.053	-2.1	i
O=C(Cn1nnc2ccccc21)NC1CCCCC1	9%	-0.3	5%	-0.71	-0.12	1134	3.2	6.2	1060	i	2	1.5	12	12	5.5	0.48	-0.02	i
C/C(=N\NC(=O)CN1CCN(S(=O)(=O)c2ccc(C)cc2)CC1)c1cccnc1	3%	-0.26	-3%	-0.11	-0.031	1147	1.7	5.2	1415	i	5	-0.9	-14	-15	4.7	-0.01	-0.66	i
CCOc1ccc(S(=O)(=O)N(C)c2ccc(OCC(=O)NCc3cccnc3)cc2)cc1	-6%	-0.32	-10%	-0.38	0.14	1161	1.8	8.4	1321	i	9	-0.6	12	-4	3.7	-0.3	-1.2	i
O=C(COc1ccc(-c2ccccc2)cc1)N1CCN(C(=O)c2cccnc2)CC1	-1%	-0.2	-2%	0.043	0.059	974	1.2	8.0	1052	i	-6	-1.1	6	6	1.8	0.1	-0.5	i
Cc1cc2cc(C(c3nnnn3Cc3ccco3)N3CCCCC3)c(=O)[nH]c2cc1C (stereo unspecified)	-4%	-0.17	7%	-0.55	-0.34	1194	1.0	10	982	i	-3	-0.6	21	4	2.0	1	0.57	i
O=C(O)CCCCCNS(=O)(=O)c1c(Cl)cccc1Cl	-3%	-0.14	6%	-0.49	-0.032	1056	3.0	7.3	1829	i	5	-2.7	9	32	4.3	0.79	0.4	i
Cc1ccc(Cl)cc1N1CCN(C(=O)C2(S(=O)(=O)c3ccc(Cl)cc3)CC2)CC1	23%	0.26	21%	-0.84	-0.13	1210	2.2	7.4	859	i	2	1.9	12	-7	3.2	-0.36	0.2	i
O=C(Nc1ccc(Cc2ccncc2)cc1)c1cc([N+](=O)[O-])ccc1N1CCOCC1	7%	-0.31	5%	-0.68	0.049	1066	2.1	2.3	1474	i	9	-4.7	-8	-12	3.4	0.2	0.01	i
Cc1cc(OCCCCN2C(=O)NC(C)(C)C2=O)cc(C)c1Cl	7%	-0.39	4%	0.69	0.31	·	1.5	4.7	954	i	-3	·	12	6	1.5	0.78	-0.2	i
Cc1cccc(Cn2c(N(C)CCO)nc3c2c(=O)[nH]c(=O)n3C)c1	9%	-0.053	13%	0.096	0.39	1086	1.0	6.3	1836	·	·	-1.6	-4	-1	6.1	-0.76	-0.42	i

Single entries from the entries so far.
`O=C(Nc1ccc(Cc2ccncc2)cc1)c1cc([N+](=O)[O-])ccc1N1CCOCC1` in Dynein cargo inh cell count has 0.2
`CCOc1ccc(S(=O)(=O)N(C)c2ccc(OCC(=O)NCc3cccnc3)cc2)cc1` in Insulin prom up has -1.2

More results follow:
Structure	PMI inhibition	Dynein cargo inh cytoplasmic EGFP	human PMI inhibition	Dynein cargo inh	Dynein cargo inh nuclear GR-EGFP	bCat nuc transl cell count 5 µM	MT stabilizer Hoechst-high %	MT stabilizer cytotoxicity %	Insulin prom up cell count	Autophagy HCS	Autophagy HCS cell loss 18 h	bCat nuc transl	WT yeast gro inh mutant strain	WT yeast gro inh	MT stabilizer	Dynein cargo inh cell count	Insulin prom up	Yfh1-off respiration
COc1ccc(-c2noc(-c3ccccc3C(=O)NCc3ccco3)n2)cc1OC	1%	-0.25	6%	-0.23	-0.25	1068	2.9	4.6	1257	i	-2	-0.8	8	2	4.6	0.57	-0.52	·
COC(=O)c1nc(-n2nc(C)cc2C)ccc1Cl	3%	-0.28	10%	0.85	0.25	1103	2.2	17	918	i	3	3.0	20	12	2.1	0.059	-0.22	i
COc1ccc(CN2CCNC(=O)C2CC(=O)N2CCCO2)c(OC)c1 (stereo unspecified)	18%	-0.34	3%	0.23	-0.066	1033	1.7	7.1	1510	i	-8	-1.3	0	-2	2.8	-0.55	-0.28	i
Cc1ccc(CCNC(=O)CCSCc2ccc(Cl)cc2)cc1	7%	-0.17	13%	1.6	0.99	1071	4.3	2.9	1491	i	2	0.3	-4	5	3.4	-2.1	0.82	i
CCOc1ccc(NCc2cc3c(C(C)(C)C)nn(-c4ccccc4)c3[nH]c2=O)cc1	7%	-0.27	12%	0.28	0.81	·	3.0	11	·	i	4	·	-1	-13	11	0.26	·	i
